Compound activity as filed in PubChem BioAssay.
ROC1-CUL1 inh = inhibitors of human ROC1-CUL1 ubiquitin ligase activity; in vitro K48 di-Ub FRET, acceptor:donor ratio, 45 min; inhibition, % at 10 µM; 140,000 tested, 0.6% active; AID 1347404; in the data active = inhibition above about 25%
Target sequence (P62877 whole entry, looked up): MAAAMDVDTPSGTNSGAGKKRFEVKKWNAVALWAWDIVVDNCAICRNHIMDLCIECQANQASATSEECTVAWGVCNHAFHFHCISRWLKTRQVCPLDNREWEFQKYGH
Target sequence (Q13616 whole entry, looked up): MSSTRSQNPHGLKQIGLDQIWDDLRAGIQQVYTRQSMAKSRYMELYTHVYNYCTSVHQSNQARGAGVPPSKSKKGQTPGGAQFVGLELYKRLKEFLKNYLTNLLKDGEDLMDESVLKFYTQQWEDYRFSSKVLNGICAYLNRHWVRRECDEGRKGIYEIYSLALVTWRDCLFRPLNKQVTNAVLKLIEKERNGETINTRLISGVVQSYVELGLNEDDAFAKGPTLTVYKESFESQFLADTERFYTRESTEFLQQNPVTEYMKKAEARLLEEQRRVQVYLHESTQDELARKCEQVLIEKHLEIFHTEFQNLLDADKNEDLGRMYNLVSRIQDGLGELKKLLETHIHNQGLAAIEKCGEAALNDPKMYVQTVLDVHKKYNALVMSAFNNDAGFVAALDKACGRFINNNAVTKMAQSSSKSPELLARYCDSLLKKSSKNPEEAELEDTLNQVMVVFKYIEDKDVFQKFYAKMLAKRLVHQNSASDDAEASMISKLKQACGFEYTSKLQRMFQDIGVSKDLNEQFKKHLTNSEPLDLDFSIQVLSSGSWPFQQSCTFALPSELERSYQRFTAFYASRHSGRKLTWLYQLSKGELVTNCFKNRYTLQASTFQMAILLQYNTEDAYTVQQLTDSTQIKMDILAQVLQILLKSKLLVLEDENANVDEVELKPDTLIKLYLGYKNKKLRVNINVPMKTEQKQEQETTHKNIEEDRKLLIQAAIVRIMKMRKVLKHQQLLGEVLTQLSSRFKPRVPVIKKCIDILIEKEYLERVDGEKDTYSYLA
Active calls of the source: *; & = joins results of further samples. This is a subset. The share of hits here may be higher or lower than overall.

SMILES | ROC1-CUL1 inh
O=C(Nc1cccc(F)c1)c1ccc2c(c1)N(Cc1ccccc1)C(=O)c1ccccc1S2(=O)=O | 5.8
COc1ccc(C(=O)NCc2nc(-c3cccc(C)c3)no2)cc1OC | -3.6
CC(C(=O)NCCc1cc(=O)[nH]cn1)N1C(=O)c2cccc3cccc1c23 (stereo unspecified) | -17.6
CCc1ccccc1NC(=O)N1CCC(CCC(=O)NCCOC)CC1 | 4.7
Cc1ccc(CNC(=O)CN2CCN(Cc3ccc(F)cc3Cl)C2=O)cc1 | 5.1
COc1ccc(-c2cc3ccc(O)c(CN4CCN(C)CC4)c3oc2=O)cc1OC | 10.6
Cc1oncc1C(=O)N1CC(C)CC(C)C1 (stereo unspecified) | 3.3
Cn1c(=O)oc2cc(S(=O)(=O)N3CCCC(C(=O)NCc4ccccc4Cl)C3)ccc21 (stereo unspecified) | -7.1
O=C(O)c1ccccc1C(=O)NCc1ccccc1 | -0.3
COc1cccc(N=C(Nc2cccc(OC)c2)SCc2ccccn2)c1 | -4.1
CC(C)(C)c1ccc(C2c3c(n[nH]c3-c3ccc(Cl)cc3)OC(=N)C2C#N)cc1 (stereo unspecified) | 0.4
COc1ccc2c(c1)S(=O)c1ccc(Cl)cc1C(N1CCN(C)CC1)C2 (stereo unspecified) | -2.8
C=C(C)Cn1c(=O)c2c(nc3n(C(C)CC)c(C)c(C)n23)n(C)c1=O (stereo unspecified) | 18.2
CCc1noc(C)c1C(=O)Nc1ccc(Br)cc1 | 0.0
O=C(O)CSc1nnc(-c2ccncc2)n1-c1ccccc1 | 7.3
COc1ccccc1-c1nnc2sc(COc3ccccc3)nn12 | 5.2
Cc1c(C)n(CC(O)CN(C2CCCCC2)C2CCCCC2)c2ccccc12 (stereo unspecified) | -1.7
COC(=O)Cc1c[nH]c2cccc(OCC(O)CN(Cc3ccccc3)C(C)C)c12 (stereo unspecified) | 9.6
COc1ccc2c(c1)Sc1ccc(Cl)cc1C(N1CCN(C)CC1)C2 (stereo unspecified) | -1.2
COc1ccc(C(=O)Nc2ccccn2)cc1OC | -9.7

An excerpt from above in order of their number in ROC1-CUL1 inh, smallest number first:
SMILES | ROC1-CUL1 inh
COc1ccc(C(=O)Nc2ccccn2)cc1OC | -9.7
COc1ccc(C(=O)NCc2nc(-c3cccc(C)c3)no2)cc1OC | -3.6
CCc1ccccc1NC(=O)N1CCC(CCC(=O)NCCOC)CC1 | 4.7
COC(=O)Cc1c[nH]c2cccc(OCC(O)CN(Cc3ccccc3)C(C)C)c12 (stereo unspecified) | 9.6
C=C(C)Cn1c(=O)c2c(nc3n(C(C)CC)c(C)c(C)n23)n(C)c1=O (stereo unspecified) | 18.2

(listing goes on)
SMILES | ROC1-CUL1 inh
Cn1c(=O)c2c(nc(SCC(=O)Nc3ccc4c(c3)OCO4)n2Cc2ccccc2)n(C)c1=O | -4.3
CCCCOc1cc(C2c3c(n[nH]c3-c3ccccc3)OC(=N)C2C#N)ccc1OC (stereo unspecified) | 14.0
Cc1cc(C)cc(NC(=S)NC(=O)C(C)C)c1 | 5.0
CCOC(=O)c1cc(-c2ccccc2)n(CCCC(=O)Nc2ccc(C(C)C)cc2)c1C | 6.8
C=CCc1cc(/C=C2/SC(=S)N(c3ccccc3)C2=O)cc(OC)c1O | -0.1
COc1ccc(CCNC(=O)c2cc(=O)c3ccc(C)cc3o2)cc1OC | 6.9
CCCNC(=O)/C(C#N)=C\c1cn[nH]c1-c1ccc(Cl)cc1 | 13.6
Cc1ccc(Oc2ncccc2CNCc2ccc(C)o2)cn1 | 7.6
COc1ccccc1NC(=O)c1ccccc1NC(=O)/C=C\C(=O)O | -0.4
Oc1c(C=C2C=Nc3ccccc32)sc(=Nc2ccccc2)n1Cc1cccnc1 | 1.2
c1ccc(CCC2CN(Cc3cccs3)CCO2)cc1 (stereo unspecified) | 5.3
CCOC(=O)C1CCN(C(=S)Nc2ccc(Oc3ccccc3)cc2)CC1 | -2.1
CC1C(=NC(=O)c2ccccc2NC(=O)c2ccc(Cl)cc2)C(=O)N(c2ccccc2)N1C (stereo unspecified) | -0.9
Cc1ccc(NC(=O)CSc2nnc(C)c(=O)[nH]2)cc1 | -3.9&2.1
CC(C)CC(=O)N1CCN(c2ccc(NC(=O)c3ccccc3Cl)cc2)CC1 | 3.6
O=C(NCc1ccccc1Cl)c1ccc(CSCc2cccc(F)c2)o1 | 1.9
COc1cccc(C2CCN(Cc3ccccc3O)c3ccccc3S2)c1 (stereo unspecified) | 9.1
Cn1c(=O)cc(Sc2ccc(Cl)cc2)c(=O)n1-c1ccccc1 | 3.5
COc1cc(CNc2ccc(N3CCCC3)cc2)cc(Br)c1OCc1ccc(F)cc1 | -28.1
CSCc1c(SC)c(SC)c(CSC)c(SC)c1SC | 4.6
Cc1oc2ncn(C)c(=O)c2c1C(=O)NC(C)c1ccccc1 (stereo unspecified) | -1.4
O=C(CC1Nc2ccccc2NC1=O)Nc1ccccc1 (stereo unspecified) | 6.5
O=C(CSc1nnc(COc2ccc(Cl)cc2)o1)Nc1ccccc1-c1ccccc1 | 0.5
O=C1NC(NS(=O)(=O)c2ccccc2)(C(F)(F)F)C(=O)N1c1ccc(F)cc1 (stereo unspecified) | -4.3
Cc1cccc(-n2c(-c3csc4ccccc34)n[nH]c2=S)c1 | 12.2
Cc1[nH][nH]c(=O)c1C(c1c(C)[nH][nH]c1=O)c1cn(Cc2cccc3ccccc23)c2ccccc12 | 39.2*
CCOC(=O)c1c(NC(=O)CC(C)C)sc(C)c1C | -1.1
CCCN(CCC)C1=N/C(=C\c2ccccc2)C(=O)N1c1ccc(C)cc1 | 3.0
CC(=O)OC1CC[C@@]2(C)C(CC[C@]3(C)C2CCC2C4[C@H](C(C)C)CC[C@]4(CCOC(=O)CCC(=O)O)CC[C@]23C)C1(C)C (stereo partly specified) | 5.1
COc1ccc(-c2cc(C(=O)NCc3cc(OC)c(OC)c(OC)c3)[nH]n2)cc1 | 0.5
COc1cccc(C(=O)C[n+]2ccccc2/C=N/O)c1 | -0.8
CC1=Nn2c(nnc2-c2ccoc2C)SC1 | 3.0
COCCOc1ccc(C(=O)N(C)c2ccccc2)cc1 | 3.7
COc1cc([N+](=O)[O-])ccc1NC(=O)N1CCC2(CC1)Nc1ccccc1-n1cccc12 | -11.6
CC(=O)Nc1cccc(NC(=O)C2CCN(C(C)=O)CC2)c1 | 4.8
Cc1ccc(Nc2nc3ccccc3n3nnnc23)c(C)c1 | 12.4
CCOC(=O)c1c(NC(C)=O)sc2c(O)c(Br)cc(Br)c12 | 7.7
CCCOc1ccc(NC(=O)CC2C(=O)N(c3ccc(C)cc3)C(=O)N2CCc2ccncc2)cc1 (stereo unspecified) | -2.0
CCCCNC(=O)C1CCN(c2nc3ccccc3nc2C(F)(F)F)CC1 | -2.5
CCOC(=O)c1c(NC(C)=O)sc2c1CC(C)(CC)OC2 (stereo unspecified) | 10.8
Cc1nc2[nH]c(=S)n(C)c(=O)c2nc1C | 7.6
Cc1ccc(OC(=S)Nc2ccc(F)cc2)cc1 | -8.6
CCN(CC)C(=O)CSc1nc2ccccc2n1C(=O)Oc1ccccc1 | 5.4
CC(C)(N)c1cn(CC2CCCN(C(=O)NC34CC5CC(CC(C5)C3)C4)C2)nn1 (stereo unspecified) | -14.7
CCOC(=O)c1c(-c2ccccc2)csc1NC(=O)c1cc(-c2cccc(Cl)c2)on1 | -3.2
CC(C(=O)OCC(=O)n1c2c(c3ccccc31)CCCC2)N1C(=O)c2ccccc2C1=O (stereo unspecified) | 7.5
O=C(NC1CCC1)c1ccc2nc(Cc3cccc(Cl)c3)oc2c1 | 6.4
CCc1ccc(OCc2nc(-c3ccc(OC)c(OC)c3)no2)c(Br)c1 | 0.3
CCCc1c(C)nc(Nc2nc(C)c3cc(CC)ccc3n2)[nH]c1=O | 0.1
O=C(Nc1ccccc1)C1CC1Cc1ccccc1 (stereo unspecified) | -8.5
NS(=O)(=O)c1ccc(NC(=S)NCCN2CCOCC2)cc1 | 11.7
COc1cccc(Cn2c(=O)n(Cc3ccccc3)c(=O)c3c2c2cc(OC)ccc2n3C)c1 | -8.5
Cc1cc2ccccc2n1-c1ccc(C(=O)N2CCC(C(=O)NCc3ccccc3Cl)CC2)s1 | -0.2
OCCOc1cccc(CN2CCCC(Nc3ccc4c(c3)OCO4)C2)c1 (stereo unspecified) | -1.8
Cc1c(CC(=O)N(C)C(C)C)c2c(n1Cc1ccccc1)CCCC2=O | -0.2
COc1ccccc1/C=N/NC(=O)c1cnccn1 | -3.3
OC(COC1CCCCC1)CN1CCc2ccccc2C1 (stereo unspecified) | -1.5
N#CCc1ccc(NC(=O)COc2ccc(F)cc2F)cc1 | -2.7
CCOc1cc(/C=C2\C(=O)NN(c3ccccc3)C2=O)ccc1OCc1c(F)cccc1Cl | -7.1
CCN(CC)c1ccc(/C=C2/C(=O)NN(c3ccc(I)cc3)C2=O)c(OC)c1 | 5.9

New compounds follow
SMILES | ROC1-CUL1 inh
Cn1cc(C2NC(=O)NC(=O)N2)c2ccccc21 | 4.6
O=C(O)C1CCCCC1C(=O)NC1CCCCCCCCCCC1 (stereo unspecified) | 1.4
CC12CN(C(=O)C(c3ccccc3)c3ccccc3)C3(C#N)CC1CCC23C (stereo unspecified) | 5.3
CCN(CC)Cc1c(C)[nH]c2cc(C)cc(C)c2c1=O | 0.5
CC1(C)CC(=O)C2=C(C1)OC(c1ccncc1)C(C#N)C2=N (stereo unspecified) | -9.2
O=C(Nc1cccc(Br)c1)N1CCN2CCCCC2C1 (stereo unspecified) | 3.0
COc1ccc(C2C(C(=O)c3ccccc3)C(=O)C(=O)N2CCc2c[nH]c3ccccc23)cc1OC (stereo unspecified) | 10.3
CC(C)(C)Nc1nc(Nc2ccc(OC(F)(F)F)cc2)nc(N2CCOCC2)n1 | 6.5
COCCN1CCN(C(=O)CC2(c3cccc(C(F)(F)F)c3)CC(=O)N(C3CC3)C2=O)CC1 (stereo unspecified) | 4.6
CCc1nc(SC)ncc1C(=O)N1CCN(c2cc(C)ccc2C)CC1 | -2.7
Nc1nonc1C(=O)NCCNCc1ccccc1F | 10.2
N#CC1C(=N)Oc2n[nH]c(-c3ccccc3)c2C1c1ccc([N+](=O)[O-])cc1Cl (stereo unspecified) | 1.2
Brc1ccc(-c2nnc(-c3cccnc3)c3conc23)cc1 | -1.5
COCC(=O)N1CCc2[nH]nc(-c3cc(F)c(Cl)cc3Cl)c2C1 | 4.7
O=C(NCc1cccnc1-n1cnc2ccccc21)C1CCOCC1 | 14.0
Cn1cnnc1SCC(=O)Nc1ccc(F)c(Cl)c1 | 10.5
CN1C(C(=O)c2ccccc2)C(=NC(=O)c2ccccc2Br)c2ccccc2S1(=O)=O (stereo unspecified) | -6.7
COc1cccc(-n2cc(C(=O)Nc3cc(OC)c(OC)c(OC)c3)c3ccccc3c2=O)c1 | 0.9
N=C1/C(=C/c2ccc(-c3ccc(F)cc3)o2)C(=O)N=C2SC(c3ccccc3Cl)=NN12 | 19.7
Cc1ccsc1/C=C1/SC(=O)N(CC(=O)N2CCCCC2)C1=O | 2.9

Ordered by molecular weight (rising): 3 of the compounds above.
SMILES | ROC1-CUL1 inh
Cn1cnnc1SCC(=O)Nc1ccc(F)c(Cl)c1 | 10.5
COCC(=O)N1CCc2[nH]nc(-c3cc(F)c(Cl)cc3Cl)c2C1 | 4.7
N#CC1C(=N)Oc2n[nH]c(-c3ccccc3)c2C1c1ccc([N+](=O)[O-])cc1Cl (stereo unspecified) | 1.2

The list goes on:
SMILES | ROC1-CUL1 inh
COc1cc(OC)cc(C(=O)N2CC(=O)Nc3ccc(Cl)cc3C2c2ccccc2)c1 (stereo unspecified) | -1.6
CC1C(=NS(=O)(=O)c2ccc(NC(=O)CCC(=O)O)cc2)C(=O)N(c2ccccc2)N1C (stereo unspecified) | 0.1
Cc1cccc(N2CCN(C(=O)c3c(C)oc4ncnc(N5CCOCC5)c34)CC2)c1C | 10.4
CCOC(=O)c1c(C)n(CCc2ccccc2)c2ccc(OCC)cc12 | 5.7
Cc1cc(NC(=O)C2CCCO2)ccc1Br (stereo unspecified) | 4.9
O=C(Nc1cccc2ccccc12)c1ccc2c(c1)OCO2 | -1.1
CCOc1ccc(CCNC(=O)c2nn(C)c3c2CSc2ccccc2-3)cc1 | -3.0
COc1cccc(C=Nc2ccc(C(N)=O)cc2)c1O | 3.0
C#CCOc1c(Br)cc(Br)cc1CNc1cccc(Cl)c1C | 3.2
CCNS(=O)(=O)c1ccc(OC)c(I)c1 | -1.3
Cc1ccc(CS(=O)(=O)NC(C)c2ccccc2)cc1 (stereo unspecified) | -0.8
COC1CCCN(C(=O)c2cc(COc3ccc4sc(C)nc4c3)on2)C1 (stereo unspecified) | -1.3
Cc1ccc(Nc2nc3ccc(C(=O)c4ccccc4)cc3n3c(C)nnc23)c(C)c1 | -3.4
Cc1ccc(C2SCC(=O)N2c2cccc(Cl)c2)cc1 (stereo unspecified) | 2.5
C=CCn1c(SCC(=O)c2ccc(OC)c(OC)c2)nc2sc3c(c2c1=O)CCCC3 | -2.2
COc1ccc(CCC2CCCN(C(=O)c3cc(C)nc(C)n3)C2)cc1 (stereo unspecified) | -6.7
Cc1ccc2nc(-c3ccc(N4C(=O)CC(N5CCc6ccccc6C5)C4=O)cc3)sc2c1 (stereo unspecified) | 2.5
COc1cc(C(=O)NCCSc2c(-c3ccccc3)[nH]c3ccccc23)cc(OC)c1OC | -4.5
N#Cc1c(-c2ccccc2)cc(-c2cccs2)nc1Br | -1.6
CCCn1c(C)c(CC(=O)NCCOC)c2c1CC(C)(C)CC2=O | 10.5

Exported with each value named: entries from further up.
COc1ccc(-c2cc(C(=O)NCc3cc(OC)c(OC)c(OC)c3)[nH]n2)cc1
  ROC1-CUL1 inh: 0.5

COc1cccc(C(=O)C[n+]2ccccc2/C=N/O)c1
  ROC1-CUL1 inh: -0.8

(more compounds)
SMILES | ROC1-CUL1 inh
CCOc1ccc(Br)c(C=Nc2ccc(NC(C)=O)cc2)c1O | -2.2
CC(NC1CCN(c2ccc(NC(=O)Cc3cccc(Cl)c3)cc2)CC1)c1cccs1 (stereo unspecified) | -1.1
COCc1nnc(NC(=O)c2cccc(C)c2)s1 | 2.5
O=C(CCS(=O)(=O)c1ccccc1)N1CCOCC1 | -3.8
Cc1cc2c(c(=O)o1)C(c1ccc(OC(F)F)cc1)C(C#N)C(=N)O2 (stereo unspecified) | 8.7
